aSyn 5UTR inh: MLPCN primary screen, SNCA 5' untranslated region | actives 0.82% (n = 300,000) | AID 1813 | alpha-synuclein 5'UTR reporter, inhibitor activity | inhibition, % (tested at 7.5 µM); in the data active = inhibition above about 60%; inconclusive = no clear call, values can overlap the other calls;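 also: H4 neuroglioblastoma cells stably carrying SNCA 5'UTR luciferase fusion; 0% = DMSO wells and 100% = positive control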
HSP90 inh: HSP90 refolding inhibition in rabbit reticulocyte lysate. luciferase refolding luminescence, 3 h. inhibition, % at 5.6 µM. AID 1789. actives 0.91% (n = 290,000);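 active = inhibition above the screen-wide mean plus 3 SD, computed separately per campaign, cut at about 16% in these data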;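 also: 0% = DMSO wells and 100% = 60 µM geldanamycin wells; inhibitors lower the luminescence because luciferase stays unfolded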
PolyA inh: yeast polyadenylation inhibition | calls only at 12 µM | actives 0.02% (n = 300,000) | S. cerevisiae SKY197-pL101 polyadenylation reporter, beta-gal luminescence; efflux-impaired pdr1/pdr3 knockout yeast; score 100 = 6 SD above DMSO;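 active = lowest replicate activity score at least 50, where 100 means six control SD above control mean; inconclusive = lowest score under 50 but half or more replicates reach 50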;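 also: yeast exposed to compound for 9 h at 30 °C; higher score means more reporter readthrough which indicates perturbed polyadenylation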
IEC-6 tox: IEC-6 cytotoxicity, counter-screen for KLF5 inhibitors; luminescence viability; inhibition, % at 5 µM; actives 0.78% (n = 290,000); in the data active = inhibition above about 22%;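 also: 0% = plate median of test compound wells and 100% = cytotoxic reference compound wells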
GSK3B inh: inhibitors of human GSK3beta kinase; AID 2097; activity score (negative = inhibition), % at 10 µM; P49841; GST-GSK3beta kinase, ADP-Glo luminescence, 60 min; stronger effect = lower value; actives 0.038% (n = 300,000);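 active = more than half of replicate wells score below -50%, meaning over 50% inhibition versus plate controls; inconclusive = some replicates but at most half score below -50%; inactive = no replicate scores below -50%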;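 also: 0% = median DMSO wells and -100% = median GW8510 positive control wells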
Target sequence (P49841 whole entry, looked up): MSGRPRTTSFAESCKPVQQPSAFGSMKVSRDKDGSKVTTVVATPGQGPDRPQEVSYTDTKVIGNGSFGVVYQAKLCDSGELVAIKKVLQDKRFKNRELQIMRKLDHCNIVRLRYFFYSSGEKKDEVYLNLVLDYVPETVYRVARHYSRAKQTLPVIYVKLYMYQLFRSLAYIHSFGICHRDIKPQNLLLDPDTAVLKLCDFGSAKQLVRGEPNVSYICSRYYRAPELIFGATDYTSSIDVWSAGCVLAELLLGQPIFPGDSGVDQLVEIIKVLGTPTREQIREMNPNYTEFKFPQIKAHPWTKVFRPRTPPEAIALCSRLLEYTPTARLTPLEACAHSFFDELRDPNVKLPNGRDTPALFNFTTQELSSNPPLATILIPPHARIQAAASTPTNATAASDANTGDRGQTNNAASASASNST
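Assay system: GST-tagged human GSK3beta kinase, cell-free; Input: 1.6 ng GSK3beta; Medium: Tris/MgCl2 kinase buffer; Timing: 60 min enzyme reaction, room temperature; Signal: ADP-Glo luminescence quantifying ADP generated by kinase; Evaluation: score relative to plate controls; Benchmarks: DMSO neutral wells and GW8510 at 20 µM as positive.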
HSF-1 act: increases HSF-1 driven luciferase reporter signal; actives 1.7% (n = 300,000); NIH3T3-HGL HSF-1 luciferase reporter, MG132, 8 h; 100% = twice DMSO control signal; activation, % at 9 µM; AID 504408;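 active = mean replicate activation of at least 50% with a set share of replicates each reaching 50%; inconclusive = only one of those two conditions met; inactive = mean below 50% and too few replicates reaching it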;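 also: 0% = median of the neutral control wells and 100% = twice that signal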
HSF1 inh: HSF1 inhibition | NIH3T3-HGL HSE-luciferase, MG132-induced, luminescence 8 h; stronger effect = lower value | activity change, negative = inhibition, % at 7.5 µM (by protocol) | actives 0.77% (n = 300,000);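 active = more than half of replicate wells show activity change below -50%, luminescence cut by over half; inconclusive = some wells, but at most half, below -50%; inactive = no replicate well below -50%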;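 also: luciferase reports HSF-1 transcriptional activity via heat shock element; 0% = median of DMSO wells and -100% = zero luminescence signal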
AI-2 QS modul: Vibrio harveyi AI-2 quorum sensing modulation | Vibrio harveyi JMH597 AI-2 luminescence/OD600 ratio, 9 h; stronger effect = lower value; strain lacks LuxN and CqsS sensors; 0 = neutral-control median | activity change, % at 7.5 µM | actives 0.4% (n = 300,000) | AID 2094; in the data active = activity change below about -75%, passing the limit was not always enough; inconclusive = no clear call, values can overlap the other calls;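 also: luminescence divided by OD600 gain over 9 h not by final OD600 alone; inactives centre near 13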
GSK3 alpha inh: human GSK-3 alpha kinase inhibition. inhibition, % at 10 µM. P49840. ADP-Glo luminescence, 60 min. actives 0.1% (n = 320,000);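 in the data active = inhibition above about 50%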;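 also: GST-tagged GSK-3 alpha with peptide substrate and 25 µM ATP; 0% = DMSO neutral wells and 100% = GW8510 positive control wells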
Target sequence (P49840 whole entry, looked up): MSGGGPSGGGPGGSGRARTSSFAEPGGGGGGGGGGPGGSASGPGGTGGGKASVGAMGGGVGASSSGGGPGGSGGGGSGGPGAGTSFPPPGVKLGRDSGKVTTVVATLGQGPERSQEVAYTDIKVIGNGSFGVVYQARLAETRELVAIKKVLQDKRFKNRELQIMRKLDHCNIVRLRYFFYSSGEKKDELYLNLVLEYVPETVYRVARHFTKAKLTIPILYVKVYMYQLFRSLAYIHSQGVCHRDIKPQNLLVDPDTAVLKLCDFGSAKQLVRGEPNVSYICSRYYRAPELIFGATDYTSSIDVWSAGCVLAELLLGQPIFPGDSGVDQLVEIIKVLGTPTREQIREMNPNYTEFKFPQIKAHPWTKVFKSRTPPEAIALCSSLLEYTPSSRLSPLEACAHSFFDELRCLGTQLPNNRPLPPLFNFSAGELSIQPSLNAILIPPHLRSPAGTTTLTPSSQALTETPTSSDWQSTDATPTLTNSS
KLF5 inhibitor: inhibitors of KLF5 expression | DLD-1 KLF5 promoter-luciferase reporter, luminescence | inhibition, % at 5 µM | actives 0.23% (n = 290,000);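 active = inhibition above a per-plate limit of that plate's mean compound inhibition plus 3 SD, cut at about 60% in these data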;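 also: 0% = DMSO wells and 100% = LY294002 at 200 µM; higher means less KLF5 promoter-driven luciferase light; inactives centre near -14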
An asterisk follows results filed as active; i = inactive; ? = inconclusive; / = no result given. Not all compounds are listed. The share of hits here may be higher or lower than overall.

SMILES	aSyn 5UTR inh	HSP90 inh	PolyA inh	IEC-6 tox	GSK3B inh	HSF-1 act	HSF1 inh	AI-2 QS modul	GSK3 alpha inh	KLF5 inhibitor
CCOC(=O)N1CCN(C(=O)/C(=C/c2ccc(F)cc2)NC(=O)c2ccccc2)CC1	-13	5	i	0	1	6	-2	-5	0	-11
O=[n+]1cc(-c2ccc(F)cc2)n([O-])c2c1CCC2	14	-3	i	-4	0	34	13	27	0	11
CCOc1ccccc1N(C(C)=O)S(=O)(=O)c1ccc(Cl)cc1	9	1	i	7	1	-8	0	0	4	-6
CCCc1cc(C(=O)Nc2ccc(Cl)cn2)cs1	11	13	i	-6	0	44	10	9	-1	-132
CC(=O)OC1CC(C)N(C(=O)c2ccccc2)c2ccc(C)cc21 (centres undefined)	19	1	i	1	0	10	4	12	-1	-14
CCc1cccc(C)c1NC(=S)N(Cc1cccnc1)Cc1ccco1	8	3	i	4	1	10	4	14	-1	-18
COc1cc2nc(CN3CCN(S(=O)(=O)c4ccc(Cl)cc4)CC3)[nH]c(=O)c2cc1OC	22	-1	i	1	2	11	-1	18	1	-1
Cc1cc(C(=O)Nc2ccc(N3CCOCC3)c(Cl)c2)c(C)o1	-180	-2	i	2	0	22	14	12	1	-57
CNC(=O)N(O)C1N(/N=C/c2ccc(C)cc2)C(=S)SC1(C)C (centres undefined)	9	-4	i	-3	-1	0	12	2	-2	-41
CCOc1ccc(OCC)c(NC(=O)CN(c2ccc(OC)cc2)S(=O)(=O)c2c(C)noc2C)c1	23	0	i	1	5	13	4	9	-1	-9
COc1ccc(NC(=O)CN(C)C(=O)Cc2ccsc2)cc1	14	5	i	-6	0	4	-4	18	11	-48
COc1ccc(CCNC(=O)CS(=O)(=O)c2cn(CC(=O)N3CCOCC3)c3ccccc23)cc1OC	-3	4	i	-1	2	15	1	15	0	-12
Cc1ccccc1-c1n[nH]c(=S)n1/N=C/c1ccc(-c2ccccc2Br)o1	?	3	i	-1	0	-9	-12	22	/	-25
COc1ccc(N(C(=O)CNC(=O)c2cccs2)C(C(=O)NCC2CCCO2)c2ccc(OC)c(OC)c2)cc1 (centres undefined)	8	3	i	1	0	8	-4	1	-1	-13
CC(C)c1ccc(N2C(=O)CC(NNC(=O)c3cccnc3)C2=O)cc1 (centres undefined)	13	0	i	1	-13	5	6	16	-2	9
NS(=O)(=O)c1ccc(S(=O)(=O)N2CCN(C3CCCC3)CC2)cc1	-15	-3	i	0	-1	25	-2	22	0	-17
CCOC(=O)CN1C(=O)/C(=C/c2c(F)cccc2Cl)Oc2ccccc21	10	3	i	4	1	6	6	-3	0	-51
CN(CC(=O)N1CCN(C2CCCCC2)CC1)S(=O)(=O)c1cccc2nsnc12	-15	4	i	9	0	-5	-12	24	-2	-13
Cc1ccc(S(=O)(=O)N2C(=O)CCC2C(=O)NCc2ccco2)cc1 (centres undefined)	36	-3	i	0	-1	23	0	36	-1	-19
N#Cc1ccccc1CN1C(=O)c2ccccc2S1(=O)=O	-1	-3	i	1	2	-8	-4	5	-2	-28
O=C1c2ccccc2C(=O)N1CCn1ccnc1	8	-2	i	-3	3	-4	-3	16	-1	1
COc1ccccc1NC(=S)NC(NC(=O)C(C)C)C(Cl)(Cl)Cl (centres undefined)	9	-1	i	-2	2	1	7	19	6	-63
O=c1cc(-c2ccccc2)nc(/C=C/c2ccccc2)[nH]1	12	1	i	-2	-1	16	12	4	0	-23
CCCOc1cccc(C(=O)Nc2ccc(CN3CCOCC3)cc2)c1	-4	-2	i	-3	4	-6	5	6	-2	-50
Cc1ccc(C(C(=O)NC2CCCC2)N(C(=O)c2csnn2)c2cccc(F)c2)o1 (centres undefined)	-2	-3	i	-5	/	20	-3	/	-2	4
COc1cccc(-c2nnc(SCc3nc4ccccc4s3)n2C)c1	-20	1	i	0	-1	64*	23	-6	-2	-28
Cc1ccc(C(=O)NCC(=O)OCC(=O)c2ccc(Cl)s2)cc1	-13	/	i	/	4	-4	-1	11	-2	/
Fc1cccc(-c2oncc2-c2nnnn2-c2ccc(Cl)cc2)c1	4	0	i	-5	-2	-21	-2	8	-2	-7
CN(C)S(=O)(=O)c1ccc(C(=O)Nc2cc(=O)n(C)c(=O)n2C)cc1	-13	2	i	-2	-5	-4	5	7	11	-18
COc1cccc(/C=C(/C(=O)OCC(=O)NCC2CCCO2)c2ccccc2)c1 (centres undefined)	2	1	i	4	1	-8	-2	8	4	2
Cc1ccc(N(C)S(=O)(=O)c2c(C)[nH]c(C)c2C(=O)N2CCCC2)cc1	8	-1	i	0	2	-3	1	16	-2	0
COc1ccccc1S(=O)(=O)CC(O)COc1ccccc1Cl (centres undefined)	2	-2	i	-1	-1	-1	-4	17	1	-38
O=c1[nH]nc(-c2ccc(OCc3ccc(Cl)cc3Cl)cc2)o1	-3	5	i	-4	0	11	12	2	-1	-56
Cc1cc(CNC(=S)Nc2ccc(Br)cc2Cl)nn1C	-6	1	i	2	2	15	2	4	-1	-22
O=C(NCC1(O)CCCCC1)C1CCC(=O)N(Cc2ccccc2F)C1 (centres undefined)	4	-3	i	-6	1	4	-6	34	-2	0
CCN(CC(=O)NCc1ccc(Cl)cc1)C(=O)/C=C/c1ccc(Cl)c([N+](=O)[O-])c1	4	-1	i	0	1	22	6	40	-1	-34
Cc1ccc(-c2nnc(OCc3cccnc3)c3ccccc23)cc1	30	4	i	5	3	-3	7	3	-2	10
COCCN1C(=O)c2ccccc2C(C(=O)NCC2CCCO2)C1c1c[nH]c2ccccc12 (centres undefined)	13	-2	i	-4	-3	-13	4	-4	0	-30
C=CCNC(=O)c1ccc2c3n(nc2c1)-c1ccc(C)cc1CO3	-197	/	i	/	-4	37	22	24	10	/
O=C(c1ccco1)N1CCN(Cc2nnnn2CC2CCCO2)CC1 (centres undefined)	5	-3	i	3	-1	3	-11	17	-3	-48
Cc1cccc(NC(=O)C2C3C=CC(O3)C2C(=O)O)c1C (centres undefined)	-11	6	i	6	0	-9	1	0	-1	3
CN1CCN(C(=O)c2cc3ccccc3oc2=O)CC1	8	4	i	2	4	9	-1	9	1	-9
CC(=O)N1CCc2cc(Br)cc(S(=O)(=O)NCCCN3CCCC(C)C3)c21 (centres undefined)	-8	-3	i	2	0	-4	-6	17	-1	-19
COc1ccccc1N1CCN(C(=O)CCCCCn2c(=O)[nH]c3ccsc3c2=O)CC1	9	-9	i	2	-3	13	-3	44	-2	-20
O=C(COC(=O)[C@@H]1CC(O)CN1S(=O)(=O)c1ccc2c(c1)OCCO2)NCc1ccc(F)cc1 (some centres undefined)	-16	3	i	0	2	1	3	24	-1	-1

Some of these compounds in order of molar mass, low to high.
SMILES	aSyn 5UTR inh	HSP90 inh	PolyA inh	IEC-6 tox	GSK3B inh	HSF-1 act	HSF1 inh	AI-2 QS modul	GSK3 alpha inh	KLF5 inhibitor
CN1CCN(C(=O)c2cc3ccccc3oc2=O)CC1	8	4	i	2	4	9	-1	9	1	-9
O=c1[nH]nc(-c2ccc(OCc3ccc(Cl)cc3Cl)cc2)o1	-3	5	i	-4	0	11	12	2	-1	-56
O=C(c1ccco1)N1CCN(Cc2nnnn2CC2CCCO2)CC1 (centres undefined)	5	-3	i	3	-1	3	-11	17	-3	-48
COc1ccccc1S(=O)(=O)CC(O)COc1ccccc1Cl (centres undefined)	2	-2	i	-1	-1	-1	-4	17	1	-38
O=C(NCC1(O)CCCCC1)C1CCC(=O)N(Cc2ccccc2F)C1 (centres undefined)	4	-3	i	-6	1	4	-6	34	-2	0
Cc1ccc(N(C)S(=O)(=O)c2c(C)[nH]c(C)c2C(=O)N2CCCC2)cc1	8	-1	i	0	2	-3	1	16	-2	0
CCN(CC(=O)NCc1ccc(Cl)cc1)C(=O)/C=C/c1ccc(Cl)c([N+](=O)[O-])c1	4	-1	i	0	1	22	6	40	-1	-34
COCCN1C(=O)c2ccccc2C(C(=O)NCC2CCCO2)C1c1c[nH]c2ccccc12 (centres undefined)	13	-2	i	-4	-3	-13	4	-4	0	-30
CC(=O)N1CCc2cc(Br)cc(S(=O)(=O)NCCCN3CCCC(C)C3)c21 (centres undefined)	-8	-3	i	2	0	-4	-6	17	-1	-19

(further entries)
SMILES	aSyn 5UTR inh	HSP90 inh	PolyA inh	IEC-6 tox	GSK3B inh	HSF-1 act	HSF1 inh	AI-2 QS modul	GSK3 alpha inh	KLF5 inhibitor
COc1ccc(C(=O)OC(C)C(=O)NC(C)CCc2ccccc2)cc1[N+](=O)[O-] (centres undefined)	-1	-3	i	3	2	-1	6	9	0	1
COc1cc(/C=C(\C#N)c2nc3ccccc3s2)cc([N+](=O)[O-])c1O	-40	3	i	3	-3	19	2	32	/	-10
Cc1ccc(C(C(=O)NC2CCCCC2)N(CC2CCCO2)C(=O)CNC(=O)c2ccco2)cc1 (centres undefined)	2	3	i	-1	0	-16	-4	13	-4	14
CC(=O)c1cc2c(ccc3ccccc32)oc1=O	9	-3	i	0	0	-30	-4	3	-4	-54
CCOc1ccc(C(=O)NCCC(=O)N2CCC3(CC2)NCCc2[nH]cnc23)cc1OCC	-3	-2	i	-8	2	-2	6	8	-2	-13
COC(=O)c1c(NC(=O)c2c(-c3ccccc3Cl)noc2C)sc2c1CCC2	-3	0	i	-6	2	16	-5	1	1	-39
Clc1ccc(/C=N/Nc2nc(Cl)nc3ccccc23)cc1	-172	2	i	13	0	37	14	20	7	-38
Cc1ccc(C2=NCCn3c2c2ccc([N+](=O)[O-])cc2[n+]3[O-])cc1	45	/	i	/	-3	-3	5	23	9	/
COc1cc(C(=O)N2CCN(C(=O)c3cc(-c4ccc(Br)cc4)n[nH]3)CC2)cc(OC)c1OC	7	-3	i	-4	1	17	11	16	0	-33
COC(=O)c1ccccc1N=Nc1c(N)n[nH]c1N	28	-2	i	2	1	-1	6	19	5	-38
O=C(Cc1ccc(Nc2nc3ccc(Br)cc3[nH]2)cc1)NCCc1cccs1	-2	0	i	0	-2	17	7	53	0	-18

Compound activity: PubChem BioAssay, several laboratories
